# Source: PubChem BioAssay (National Center for Advancing Translational Sciences (NCATS))
# AmpC detergent: blocks E. coli AmpC beta-lactamase in detergent assay. P00811. AmpC hydrolysis of nitrocefin, absorbance 480 nm, 0.01% Triton. Potency, µM (series often up to 114 µM), without a hit: at the highest dose activity change, negative = inhibition, most hits filed as inhibitors. actives 0.041% (n = 370,000). AID 485294;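 further: potency means the concentration at half of the fitted maximal effect; 0% = no-compound wells and -100% = no-enzyme wells; nearly all actives have a fitted effect of over 25% in size; some results filed as inactive show a strong effect at the top dose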
# Target sequence (P00811 whole entry, looked up): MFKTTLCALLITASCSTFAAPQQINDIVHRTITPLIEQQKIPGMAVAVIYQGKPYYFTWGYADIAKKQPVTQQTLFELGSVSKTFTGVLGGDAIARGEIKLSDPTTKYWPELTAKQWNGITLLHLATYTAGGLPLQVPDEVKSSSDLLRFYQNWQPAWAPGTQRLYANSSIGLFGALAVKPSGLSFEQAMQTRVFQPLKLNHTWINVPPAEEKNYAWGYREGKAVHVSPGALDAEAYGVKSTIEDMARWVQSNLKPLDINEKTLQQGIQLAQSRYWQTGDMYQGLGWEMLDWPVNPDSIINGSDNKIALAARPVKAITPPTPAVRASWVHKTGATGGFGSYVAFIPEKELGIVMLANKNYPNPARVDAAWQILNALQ
#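 AmpC (5.3 nM in the dispensed reagent) in 20 mM phosphate pH 7.0 with 0.01% (detergent screen) or 0.0001% Triton X-100 was preincubated with compounds for 15 min at room temperature. Nitrocefin was then added from an 800 uM solution, and hydrolysis was followed at 480 nm.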
# HCMV antiviral: inhibitors of human cytomegalovirus; HFF cells, HCMV-luciferase reporter, 72 h; stronger effect = lower value; activity change, negative = inhibition, % at 57.5 µM; actives 4.5% (n = 410,000); AID 1259415; in the data active means activity change below about -60%; inconclusive means no clear call, values can overlap the other calls; inactive means above about -39%
#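 Luciferase read-out from HCMV-luciferase-infected HFFs (MOI 1 PFU/cell) 72 h post infection at 37C; compounds added after 16 h cell attachment; activity normalized between buffer-only basal and Salinomycin (10uM) inhibitor controls.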
# Giardia FBPA inh: blocks Giardia fructose-bisphosphate aldolase activity | A8B2U2 | purified Giardia FBPA | Potency, µM (titrated, usually from 59.6 µM), for the others: at the highest dose activity, negative = inhibition, usual class: inhibitors | actives 0.71% (n = 290,000) | AID 2451; further: potency means the concentration at half of the fitted maximal effect; nearly all actives have a fitted effect of over 55% in size
# Target sequence (A8B2U2 whole entry, looked up): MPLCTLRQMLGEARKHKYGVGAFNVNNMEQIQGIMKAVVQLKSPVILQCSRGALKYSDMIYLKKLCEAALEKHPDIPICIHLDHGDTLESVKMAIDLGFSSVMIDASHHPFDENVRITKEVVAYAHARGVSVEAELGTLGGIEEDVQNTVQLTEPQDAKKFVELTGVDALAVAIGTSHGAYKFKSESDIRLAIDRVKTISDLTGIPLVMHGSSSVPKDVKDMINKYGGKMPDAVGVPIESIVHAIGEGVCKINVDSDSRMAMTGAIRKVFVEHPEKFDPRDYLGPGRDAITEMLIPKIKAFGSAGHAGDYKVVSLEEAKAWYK
#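 Giardia FBPA (40 nM reagent) was preincubated 10 min at RT with compound (up to 57.5 uM final), then substrate plus GAPDH/TPI/NAD/arsenate coupling system with diaphorase/resazurin was added; resorufin fluorescence (525/598 nm) was read after 20 min.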
# AmpC no deterg: blocks E. coli AmpC beta-lactamase in detergent-free assay | P00811 | AmpC nitrocefin hydrolysis, absorbance 480 nm, 0.0001% Triton | Potency, µM (top dose mostly 57.1 µM), inactives show at the highest dose activity change, negative = inhibition, hits mostly inhibitors | actives 0.52% (n = 330,000);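 further: potency means the concentration at half of the fitted maximal effect; plate controls were no compound for no effect and no enzyme for full effect; nearly all actives have a fitted effect of over 20% in size; some results filed as inactive show a strong effect at the top dose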
#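 AmpC (5.3 nM in the dispensed reagent) in 20 mM phosphate pH 7.0 with 0.01% (detergent screen) or 0.0001% Triton X-100 was preincubated with compounds for 15 min at room temperature. Nitrocefin was then added from an 800 uM solution, and hydrolysis was followed at 480 nm.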
# Sm TGR inh: inhibitors of Schistosoma mansoni thioredoxin glutathione reductase | purified TGR, DTNB reduction, TNB absorbance 405 nm | Potency, µM (highest dose often 114 µM), for inactives: at the top dose activity change, negative = inhibition, actives largely listed as inhibitors | actives 3% (n = 360,000) | AID 485364; further: potency means the concentration at half of the fitted maximal effect; nearly all actives have a fitted effect of over 60% in size
#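 TGR 20 nM + NADPH 100 uM (dispensed conc.), cpd preinc 15 min RT; start with NADPH (500 uM addition) then DTNB (15 mM addition). Kinetic TNB absorbance, 405 nm filter. Four-parameter Hill fit across titration.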
# HCV inhibitor: HCV inhibition; Huh7.5.1 HCVcc-Cre infection, luciferase reporter, 44 h; Potency, µM (highest dose often 41.8 µM), without a hit: at the top dose activity change, negative = inhibition, hits mostly inhibitors; actives 3.4% (n = 340,000); further: potency means the concentration at half of the fitted maximal effect
#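 Infectious HCVcc-Cre (~0.5 moi) was added to cells just after compound, with cells seeded 4 h earlier at 1,000 per well. Luciferase activity after 44 h culture reported infection; substrate was incubated 15 min at room temperature before reading.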
# Numbers without * were called inactive; ? = inconclusive; . = not tested or not shown; [ ] = another dose, or the depositor's remark. Unless noted, the call rests on the fitted dose curve; in most records, active means well fitted curve in the direction sought with a large enough effect; inconclusive means small, poorly fitted or top-dose-only effect, or another doubt; inactive means no such curve, though single readings can be large; an effect the other way counts as inactive or inconclusive. Unless noted, on the % scale 0 is the no-effect control and ±100 the full control effect.
nr	compound	AmpC detergent	HCMV antiviral	Giardia FBPA inh	AmpC no deterg	Sm TGR inh	HCV inhibitor
1	COC(=O)c1ccc(CN2CCN(CC(C)C)C(CCO)C2)cc1 (stereo not drawn)	0%	34	2%	10%	6%	-1%
2	NC(=O)NS(=O)(=O)Oc1ccccc1	?	-7	27%	3%	-13%	16%
3	C=CCNC(=O)c1ccc(C2SCC(=O)N2Cc2ccccc2)cc1 (stereo not drawn)	1%	-29	8%	-11%	-20%	?
4	CCN(CC(=O)Nc1c(F)cccc1F)C(=O)CNC(=O)c1ccc2c(c1)OCO2	5%	20	.	-20%	3%	8%
5	CC(=NCCc1ccccc1)C1=C(O)COC1=O	-1%	-1	1%	-7%	2%	15%
6	O=C(CN1CCN(c2ccccc2)CC1)N1CCc2[nH]c3ccccc3c2C1	-1%	-4	9%	114%[activator]	-29%	-4%
7	Cc1ccc(C(=O)NCCc2csc(-c3cccc(F)c3)n2)cc1C	3%	-4	.	.	5%	.
8	Cc1cc(/C=C2\SC(=S)NC2=O)cc(C)c1O	-8%	146	17%	-38%	-25%	7%
9	O=C(Nn1cnc2ccccc2c1=O)c1ccc([N+](=O)[O-])cc1Cl	1%	18	-1%	-5%	2%	2%
10	NS(=O)(=O)c1ccc(NC(=O)COC(=O)c2cn(-c3ccccc3)nc2-c2ccc(F)cc2)cc1	-8%	-15	4%	13µM*	0%	-16%
11	CC(=O)Nc1ccc(/C(C)=N/NC(=O)c2ccc(CN3CCOCC3)cc2)cc1	1%	54	1%	-22%	7%	-1%
12	CCOC(=O)c1c(NC(=O)COC(=O)CCNS(=O)(=O)c2ccccc2)sc(C(=O)N(C)C)c1C	?	-31	.	43%	-13%	-10%
13	Cn1c(=O)cc(SCC(=O)NCCc2ccc(Cl)cc2)c2cc(Cl)ccc21	0%	12	.	.	-5%	.
14	CSCCC(NC(=O)CCC(=O)OC1CC[C@H]2[C@@H]3CC[C@H]4CC(=O)CC[C@]4(C)[C@H]3CC[C@]12C)C(=O)O (stereo partly drawn)	0%	-10	0%	41%	-1%	20%
15	CCOc1ccc(S(=O)(=O)Nc2ccccc2C(=O)N2CCCC2)cc1	3%	?	-25%	36%	.	-7%
16	CC(=O)N1CCN(S(=O)(=O)c2cccc(C(=O)NNC(=O)Cn3nc(C)cc3C)c2)CC1	-2%	7	.	-17%	-2%	6%
17	CCC(Sc1nncn2c1cc1occc12)C(=O)Nc1ccc(C)c(Cl)c1 (stereo not drawn)	-10%	?	.	.	-9%	.
18	COc1ccc(NC(=O)CN2C(=O)NC(C)(C3CCCCC3)C2=O)c(OC)c1 (stereo not drawn)	4%	26	.	-4%	-4%	-8%
19	CCOC(=O)CNC(=S)N(CCCN1CCCCC1)Cc1cccs1	-3%	-34	4%	0%	11%	4%
20	CC(=O)N(C(C)=O)N1C(=O)/C(=C/c2ccc(Cl)cc2)SC1=S	?	.	4%	-37%	?	8%

# Later entries:
nr	compound	AmpC detergent	HCMV antiviral	Giardia FBPA inh	AmpC no deterg	Sm TGR inh	HCV inhibitor
21	CCCC(C(=O)NC1CCCC1)N(CCN(CC)CC)C(=O)c1snc(C(N)=O)c1N (stereo not drawn)	-8%	7	7%	-21%	-7%	6%
22	COc1cccc(NC(=O)Cn2nc(N3CCN(c4ccccc4)CC3)ccc2=O)c1	0%	-9	.	.	-4%	.
23	Cc1cc(N/N=C2/CCCc3ccccc32)nc2ccccc12	?	-16	-11%	-29%	11%	?
24	CC1(c2nnc(-c3cccc(Cl)c3)o2)CC(c2cccc([N+](=O)[O-])c2)=NO1 (stereo not drawn)	-18%	-11	7%	-24%	45µM*	7.9µM*
25	CCCC1=Nc2cc(C(=O)NCCCN3CCOCC3)ccc2Sc2ccccc21	5%	-22	9%	222%[activator]	-1%	?
26	O=C(O)CCCNC(=O)c1ccc(NC(=O)Cc2ccc(Cl)cc2)cc1	2%	?	12%	-16%	-22%	12%
27	COc1cc(NC(=O)c2ccccc2)c(OC)cc1NC(=O)CN1C(=O)NC2(CCCCC2C)C1=O (stereo not drawn)	-15%	-19	.	53%	-7%	?
28	Nc1cc(=O)[nH]c(SCC(=O)Nc2cc(S(=O)(=O)N3CCCCC3)ccc2Cl)n1	-20%	21	.	-45%	1%	7%
29	O=C(O)c1cc(S(=O)(=O)NCCCN2CCCC2=O)ccc1Cl	.	-2	.	-9%	.	16%
30	Cc1ccc(N2C(=O)C(Cl)=C(Nc3c(C)n(C)n(-c4ccccc4)c3=O)C2=O)cc1	2%	-14	4%	?	8.9µM*	8%
31	CC(=O)Oc1cc2c(cc1Cl)C1(CC(c3ccccc3Cl)O2)CC(C)(C)NC(=S)N1 (stereo not drawn)	-1%	-38	0%	-21%	0%	10µM*
32	COCCNC(=O)c1onc(CS(=O)(=O)c2cc(C)cc(C)c2)c1C(=O)NCCOC	1%	14	.	-5%	-23%	-1%
33	CS(=O)(=O)NCCC1=CCCCC1	8%	-20	-1%	8%	?	20%
34	CCN1C(=O)C(=Cc2cc(C)n(C3CC3)c2C)C(=O)N(CC)C1=S	-1%	-32	-2%	-25%	-29%	0%
35	Cc1ccc(OCc2cc(C(=O)NC3CCOC3)no2)cc1C (stereo not drawn)	-1%	-10	11%	-11%	-6%	-3%
36	CCOC(=O)Cc1[nH]nc2c1C(c1cccc(OC)c1OC)C(C#N)=C(N)O2 (stereo not drawn)	?	-5	-6%	-15%	-10%	15%
37	N#C/C(=C\c1ccc(-c2ccc(Br)cc2)o1)C(=O)NCCc1c[nH]c2ccccc12	-14%	-11	-1%	8.9µM*	0%	22µM*
38	CN(C)c1cccc(C(=O)OCC(=O)N(Cc2ccccc2)C2CCS(=O)(=O)C2)c1 (stereo not drawn)	5%	145	0%	103%[activator]	0%	-4%
39	CC(NC(=O)C(=O)N1CCCCC1)C(c1cccs1)N1CCN(c2ccccc2F)CC1 (stereo not drawn)	0%	-17	-2%	140%[activator]	?	5%
40	Cc1ccsc1-c1nc(CN2C[C@@H](C)O[C@@H](C)C2)c(C)o1	7%	-5	2%	32%	0%	10%

[41] CC(NCCOc1ccccc1F)C(=O)Nc1ccc(S(N)(=O)=O)cc1 (stereo not drawn)
[42] COc1ccc(S(=O)(=O)N(C)C[C@H]2Oc3ccc(NC(=O)c4ccncc4)cc3C(=O)N([C@H](C)CO)C[C@@H]2C)cc1
[43] CC1CCCC(C)N1/N=C/c1ccccc1Br (stereo not drawn)
[44] Cc1ccc(N(C)S(=O)(=O)c2cccc(C(=O)N(C)Cc3cnn(-c4ccccc4)c3)c2)cc1
[45] O=C(COC(=O)CCC1CCCC1)Nc1ccccc1Sc1ccccc1
Screen / compound no.	41	42	43	44	45
AmpC detergent	3%	.	-2%	?	1%
HCMV antiviral	-25	11	-9	-67*	21
Giardia FBPA inh	6%	.	4%	.	7%
AmpC no deterg	-4%	187%[activator]	-17%	91%[activator]	-21%
Sm TGR inh	6%	.	25%	5%	-1%
HCV inhibitor	9%	-7%	9%	?	-9%

[46] Cc1ccc(CN2CCSc3ccc(C(=O)NCCCN4CCOCC4)cc32)cc1
[47] Cc1cc(-c2cccs2)c2c(n1)sc1c(=O)[nH]c(=O)[nH]c12
[48] CCOC(=O)/C(C#N)=C1/SC(CCO)C(=O)N1c1ccccc1 (stereo not drawn)
[49] Cn1c(CSCC(=O)Nc2ccccc2)nnc1SCc1ccccc1
[50] COc1cc(C(=O)NC(=S)N2CCCCCC2)cc(OC)c1OC
Screen / compound no.	46	47	48	49	50
AmpC detergent	3%	-6%	0%	0%	-11%
HCMV antiviral	-14	?	-17	11	-31
Giardia FBPA inh	.	5%	4%	-2%	16µM*
AmpC no deterg	222%[activator]	-46%	-11%	-1%	-11%
Sm TGR inh	2%	13%	1%	9%	13%
HCV inhibitor	-21%	10%	17%	-29%	4%

[51] COC(=O)[C@H]1C[C@H](C(=O)O)[C@@H](C)C1(C)C
[52] CCOc1ccc(C(C)NC(=O)C2CCCC2)cc1 (stereo not drawn)
[53] COc1ccc2c(c1)C1C=CCC1C(c1cc3c(cc1Br)OCO3)N2 (stereo not drawn)
[54] Nc1ccc(Nc2nc(-c3cccs3)cs2)cc1
[55] COCCCNC(=S)NNC(=O)c1cc(Cl)c(O)c(Cl)c1
[56] CSc1nc(N(C)CCO)c2sc3nc(-c4ccco4)c4c(c3c2n1)CCC4
Screen / compound no.	51	52	53	54	55	56
AmpC detergent	-8%	?	4%	-5%	3%	-9%
HCMV antiviral	-95*	2	70	-19	-33	.
Giardia FBPA inh	.	3%	-5%	-1%	-22%	-3%
AmpC no deterg	-13%	-14%	-16%	7%	-20%	69%[activator]
Sm TGR inh	-4%	13%	?	-8%	7%	1.4µM*
HCV inhibitor	14%	-5%	-1%	-5%	9%	?

# Ordered by number of heavy atoms (high to low): 13 of the compounds above.
[42] COc1ccc(S(=O)(=O)N(C)C[C@H]2Oc3ccc(NC(=O)c4ccncc4)cc3C(=O)N([C@H](C)CO)C[C@@H]2C)cc1
[10] NS(=O)(=O)c1ccc(NC(=O)COC(=O)c2cn(-c3ccccc3)nc2-c2ccc(F)cc2)cc1
[16] CC(=O)N1CCN(S(=O)(=O)c2cccc(C(=O)NNC(=O)Cn3nc(C)cc3C)c2)CC1
[22] COc1cccc(NC(=O)Cn2nc(N3CCN(c4ccccc4)CC3)ccc2=O)c1
[4] CCN(CC(=O)Nc1c(F)cccc1F)C(=O)CNC(=O)c1ccc2c(c1)OCO2
[28] Nc1cc(=O)[nH]c(SCC(=O)Nc2cc(S(=O)(=O)N3CCCCC3)ccc2Cl)n1
[36] CCOC(=O)Cc1[nH]nc2c1C(c1cccc(OC)c1OC)C(C#N)=C(N)O2 (stereo not drawn)
Screen / compound no.	42	10	16	22	4	28	36
AmpC detergent	.	-8%	-2%	0%	5%	-20%	?
HCMV antiviral	11	-15	7	-9	20	21	-5
Giardia FBPA inh	.	4%	.	.	.	.	-6%
AmpC no deterg	187%[activator]	13µM*	-17%	.	-20%	-45%	-15%
Sm TGR inh	.	0%	-2%	-4%	3%	1%	-10%
HCV inhibitor	-7%	-16%	6%	.	8%	7%	15%

[15] CCOc1ccc(S(=O)(=O)Nc2ccccc2C(=O)N2CCCC2)cc1
[50] COc1cc(C(=O)NC(=S)N2CCCCCC2)cc(OC)c1OC
[35] Cc1ccc(OCc2cc(C(=O)NC3CCOC3)no2)cc1C (stereo not drawn)
[20] CC(=O)N(C(C)=O)N1C(=O)/C(=C/c2ccc(Cl)cc2)SC1=S
[47] Cc1cc(-c2cccs2)c2c(n1)sc1c(=O)[nH]c(=O)[nH]c12
[2] NC(=O)NS(=O)(=O)Oc1ccccc1
Screen / compound no.	15	50	35	20	47	2
AmpC detergent	3%	-11%	-1%	?	-6%	?
HCMV antiviral	?	-31	-10	.	?	-7
Giardia FBPA inh	-25%	16µM*	11%	4%	5%	27%
AmpC no deterg	36%	-11%	-11%	-37%	-46%	3%
Sm TGR inh	.	13%	-6%	?	13%	-13%
HCV inhibitor	-7%	4%	-3%	8%	10%	16%
